hcGAS inh: human cGAS inhibition | recombinant h-cGAS, ATP depletion, Kinase-Glo luminescence | Q8N884 | AID 1259398 | inhibition, % at 12.5 µM | 290,000 compounds, 0.081% hits;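 note: 0% = vehicle reaction and 100% = reaction without DNA for no activity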
Target sequence (Q8N884 whole entry, looked up): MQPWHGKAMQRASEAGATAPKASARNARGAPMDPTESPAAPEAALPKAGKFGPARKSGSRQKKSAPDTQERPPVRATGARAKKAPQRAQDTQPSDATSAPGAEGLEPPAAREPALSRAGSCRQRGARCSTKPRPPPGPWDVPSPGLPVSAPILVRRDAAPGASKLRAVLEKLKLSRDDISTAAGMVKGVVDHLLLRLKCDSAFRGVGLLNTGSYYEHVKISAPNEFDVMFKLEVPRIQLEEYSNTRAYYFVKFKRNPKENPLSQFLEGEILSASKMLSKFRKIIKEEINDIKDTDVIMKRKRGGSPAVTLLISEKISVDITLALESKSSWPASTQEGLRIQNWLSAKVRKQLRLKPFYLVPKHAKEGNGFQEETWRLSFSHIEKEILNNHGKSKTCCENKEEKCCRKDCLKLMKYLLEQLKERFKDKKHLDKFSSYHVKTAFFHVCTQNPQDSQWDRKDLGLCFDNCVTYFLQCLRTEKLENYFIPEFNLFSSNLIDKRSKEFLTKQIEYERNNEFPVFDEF
NPYLR7 agonist: mosquito NPYLR7 agonism; HEK293T NPYLR7/Galpha15, GCaMP6s calcium fluorescence; activation, % at 10 µM; 270,000 compounds, 0.15% hits; in the data active = activation above about 40%;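 note: 0% = vehicle and 100% = reference agonist at the receptor; some compounds past the cut are filed as inactive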
mcGAS inh: inhibitors of mouse cGAS; recombinant cGAS, Kinase-Glo ATP depletion luminescence; inhibition, % at 12.5 µM; 160,000 compounds, 0.15% hits;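 note: 0% = negative control wells and 100% = reference inhibitor with no enzyme activity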
* = called active by the depositor; . = not tested or not shown; & = joins results of further samples. Cut-off read from the data, not from the text of the source, unless noted: active = inhibition above about 40%; inactive = the rest.

The first 7 entries as a preview:
canonical_smiles | hcGAS inh | NPYLR7 agonist | mcGAS inh
COc1ccccc1/C=C/c1nn2c(CN3CCOCC3)nnc2s1 | -9 | 2 | -6
COc1ccc(NC(=O)C2CCN(C(=O)[C@@H](C)NC(=O)Nc3cc(C(F)(F)F)ccc3Cl)CC2)cc1 | -7 | 21 | -6
NCCc1nncn1-c1cccc2ccccc12 | -4 | 13 | .
CC(=O)c1ccc(N2CCN(C(=O)c3ccccc3N(C)C(=O)C3CC3)CC2)cc1 | 4 | 0 | .
COC(=O)c1cc(CN2CCN(C(=O)c3cccc(OC)c3)CC2)cs1 | -2 | 2 | .
COc1ccc(CN2CCN(Cc3ccc(C#CCCO)cc3)CC2CCO)c(F)c1 (stereo not drawn) | -6 | -6 | .
O=[N+]([O-])c1cccc(S(=O)(=O)NCCc2csc3nc(-c4cccs4)nn23)c1 | 2 | -3 | 0

The listing, repeating the preview:
canonical_smiles | hcGAS inh | NPYLR7 agonist | mcGAS inh
COc1ccccc1/C=C/c1nn2c(CN3CCOCC3)nnc2s1 | -9 | 2 | -6
COc1ccc(NC(=O)C2CCN(C(=O)[C@@H](C)NC(=O)Nc3cc(C(F)(F)F)ccc3Cl)CC2)cc1 | -7 | 21 | -6
NCCc1nncn1-c1cccc2ccccc12 | -4 | 13 | .
CC(=O)c1ccc(N2CCN(C(=O)c3ccccc3N(C)C(=O)C3CC3)CC2)cc1 | 4 | 0 | .
COC(=O)c1cc(CN2CCN(C(=O)c3cccc(OC)c3)CC2)cs1 | -2 | 2 | .
COc1ccc(CN2CCN(Cc3ccc(C#CCCO)cc3)CC2CCO)c(F)c1 (stereo not drawn) | -6 | -6 | .
O=[N+]([O-])c1cccc(S(=O)(=O)NCCc2csc3nc(-c4cccs4)nn23)c1 | 2 | -3 | 0
Cc1c(C(=O)N2CCC(O)(CN(C)C)C2)sc2ncn(C)c(=O)c12 (stereo not drawn) | -5 | 19 | .
Cc1ccc(CN(Cc2ccc(F)cc2)C(=O)CN(C(=O)CCc2ccccc2)C2CC2)s1 | -3 | . | -5
NC(=O)c1nc(-c2cccc(O)c2)nc2c1[nH]c(=O)n2-c1ccc(F)cc1 | -6 | 3 | -9
Cc1ccc(C=NN2CCN(Cc3ccc(C)cc3C)CC2)cc1 | -8 | 0 | -5
CC(C)n1c(C2CC(=O)N(c3ccc(Cl)cc3)C2)nc2ccccc21 (stereo not drawn) | -8 | 4 | -7
Cn1cnnc1Sc1ccc(CN2CCc3[nH]c4ccc(F)cc4c3C2)o1 | -5 | 33 | -16
CCOc1cc(/C=C2/SC(=S)N(CC(=O)O)C2=O)ccc1OCc1ccc(Cl)c(Cl)c1 | 0 | -3 | .
COCCOC(=O)C1=C(C)N(C)C(=S)NC1c1ccc(NC(=O)Nc2ccc(OC)cc2OC)cc1 (stereo not drawn) | -4 | 1 | -6
Cn1c(C2CCCN(S(C)(=O)=O)C2)nn(Cc2c(F)cccc2Cl)c1=O (stereo not drawn) | -4 | -5 | -8
Cc1cccnc1CC(C)N(C)C(=O)c1ccc(-n2cnnn2)cc1 (stereo not drawn) | 0 | -2 | -1
CCSc1nc(CC(=O)N(C)Cc2nonc2C)cs1 | -5 | 20 | -18
O=C(NC1CCCC1)c1cc2c(s1)CSC2 | -8 | 0 | -4
Cc1nccnc1-n1cc(CCO)cn1 | -4 | 19 | .
O=C(c1ccc(F)cc1F)N1CCN(C(c2ccccc2)c2ccc(F)cc2)CC1 (stereo not drawn) | -5 | -3 | -7
CC1CCc2c(sc3ncnc(N4CCCCCC4)c23)C1 (stereo not drawn) | -3 | 9 | -4
CCCSc1ncccc1C(=O)N1CCC(c2c[nH]c3ccc(C)cc23)CC1 | -6 | 0 | -7
CCOC(=O)C1(Cc2ccc(Cl)cc2)CCN(C(=O)c2ccoc2)CC1 | -5 | 19 | .
Cc1ccccc1N1CCN(C2CCCN(C(=O)c3ccc(Br)cc3)C2)CC1 (stereo not drawn) | -3 | 9 | -1
O=C(CCN1Cc2ccccc2OC(c2ccccc2)C1)NCC1(N2CCOCC2)CCCC1 (stereo not drawn) | -3 | 1 | -4
CC1=C(C(=O)OC(C)C)C(c2ccsc2)C2=C(CCCC2=O)N1 (stereo not drawn) | -1 | -6 | -4
CCN(CC)c1ccc(C2NC(=O)NC(C)=C2C(=O)OCCOc2ccccc2)cc1 (stereo not drawn) | -8 | 0 | .
CC1CCc2c(sc(NC(=O)C(C)(C)C)c2C(=O)Nc2ccc(Cl)cc2)C1 (stereo not drawn) | -6 | 2 | 3
COc1ccc(C)c2sc(N3CCN(c4nc5c(OC)ccc(C)c5s4)CC3)nc12 | -9 | 8 | -8
Cc1ccc(Nc2nc(NCCOCCO)nc(N)c2[N+](=O)[O-])cc1 | -5 | 0 | .
CCn1c(C)cc(C(=O)CSc2nnnn2C2CCCC2)c1C | -6 | 8 | .
COCCCNc1nccc2[nH]c(-c3cccc(OC)c3F)nc12 | -4 | -6 | -7
COCCN(CC(=O)Nc1cc(-c2ccccc2)nn1-c1ccccc1)C(=O)c1ccc2c(c1)OCO2 | -7 | . | -7
COc1ccc2c(c1)C1(SC(C)(C)CN1C(=O)NC1CCCCC1)C(=O)N2 (stereo not drawn) | -7 | 4 | -6
Cc1ccc(S(=O)(=O)N2CCN(C(=O)CCCc3cccs3)CC2)c(C)c1 | -1 | 4 | -5
COc1ccc(-c2ccc3c(c2)COCC(=O)N3CC2CC2)cn1 | -5 | 6 | .
C/C(=C\c1ccccc1)CN1CCC(Oc2cccc(C(=O)N3CCCC3)c2)CC1 | -6 | 2 | -10
CCc1nn(CCCN2CCN(c3cccc(Cl)c3)CC2)c(=O)n1CCOc1ccccc1 | -5&2 | -12&-8 | .
COc1cc2nc(-c3cccc4c3OCO4)[nH]c(=O)c2cc1OC | -3 | -19 | .
Cc1cc(N2C(=O)CSC2c2ccc(Br)s2)no1 (stereo not drawn) | -4 | 5 | -8
CC(CNc1nsc(Nc2ccc(Cl)cc2)n1)=NCCCCO | 0 | -1 | .
CCCc1nnnn1CC(=O)NCc1cccc(C)c1 | -12 | 4 | -17
CCOC(=O)c1nn(-c2ccccc2C)c(=O)cc1NC(=O)c1ccccc1OCC | 1 | . | -3
O=C(CCCl)Nc1c(C(=O)Nc2ccc(Cl)cc2)oc2ccccc12 | -2 | -4 | -5
COC(=O)c1ccc(COC(CN2CCN(C(=O)c3cc4ccccc4s3)CC2)c2cccc(OC)c2)cc1 (stereo not drawn) | -6 | . | -8
COc1ccc(-c2csc3nc(CN(Cc4ccco4)CC(O)CN4CCOCC4)[nH]c(=O)c23)cc1 (stereo not drawn) | -3 | -2 | -4
CSc1ccc(C(NS(=O)(=O)c2ccccc2C(F)(F)F)c2cccc(Cl)c2Cl)cc1 (stereo not drawn) | -11 | -4 | -5
Cc1ccc(NC(=O)C(C)OC(=O)c2cccc(C)c2C)cc1 (stereo not drawn) | -7 | 1 | .
CC(=O)Nc1ccc(NC(=O)[C@@H](C)N2Cc3ccc(NCC(C)C)nc3C2=O)cc1 | -6 | 2 | .
CCC(C)Nc1cc(C(C)C)nc2c(-c3ccccc3)cnn12 (stereo not drawn) | -3 | -1 | -5
COc1cccc([C@@H]2CCN(C3CCN(S(C)(=O)=O)CC3)C[C@H]2O)c1 | 2 | -2 | 0
O=C(c1ccc(F)c(F)c1)N1CCC(c2nc(-c3ccc(Cl)cc3F)no2)CC1 | -9 | 3 | -7
O=c1c2ccccc2oc2nc(C3CCCCC3)n(Cc3ccccc3)c(=O)c12 | -6 | 5 | .
CCc1nc2n(n1)C(=O)C(C(c1ccc(Br)cc1)N1CCC3(CC1)OCCO3)S2 (stereo not drawn) | -3 | -4 | 0
CCN1CCN(C(=O)CCN(CCc2ccccc2)c2nc(C3CC3)nc3ccccc23)CC1 | -2 | 6 | -6
COc1cc(CNC2CCCCC2C(C)(C)C)cc(OC)c1OC (stereo not drawn) | -5 | 6 | -7
O=C(Nc1nn2c(-c3ccco3)nnc2s1)c1ccco1 | 27 | 0 | .
CCOC(=O)c1c(NC(=O)c2ccco2)sc(C(=O)Nc2ccc(OC)cc2)c1C | -6 | 9 | -7
O=C(Nc1c(-c2cccc(F)c2)nc2ccccn12)C(Cl)c1ccccc1 (stereo not drawn) | -6 | -5 | -2

More entries.
canonical_smiles | hcGAS inh | NPYLR7 agonist | mcGAS inh
COc1ccc(CN(C)CC2(CO)CCC2)cc1O | -3 | . | -8
CC1CN(C(=O)c2ccc(CNc3nccc(N4CCOCC4)n3)cc2)CC(C)O1 (stereo not drawn) | -9 | 7 | -12
CCCCOc1ccc(C(=O)N2CCN(C(=O)CCN3CCc4sccc4C3c3cccc(F)c3)CC2C)cc1 (stereo not drawn) | -4 | 13 | -5
O=[N+]([O-])c1cc(S(=O)(=O)N2CCOCC2)ccc1NN=C1C2CC3CC(C2)CC1C3 | 4 | 2 | 1
O=C(O)c1ccn2c(C(=O)c3ccccc3)c(-c3ccccc3)cc2c1 | 6 | 3 | .
COCCCNC(=O)c1cc(-c2ccccc2)nc2c1c(C)nn2C1CCS(=O)(=O)C1 (stereo not drawn) | -3 | 1 | -8
O=C(COc1ccccc1[N+](=O)[O-])NCc1ccc2c(c1)OCO2 | -7 | 0 | .
O=C(NC1CC(=O)N(C2CCCCCC2)C1)c1cccs1 (stereo not drawn) | -10 | 18 | .
Cc1cccc(Cn2nc(-c3ccc4c(c3)OCO4)ccc2=O)c1 | -7 | 10 | .
Cn1c(SCC(=O)C2CCCCC2)nc2sc3c(c2c1=O)CCC3 | -3 | 3 | .
COC1CCN(S(=O)(=O)N2CC(c3ccccn3)C2)CC1 | -12 | -1 | .
COc1ccc(-c2cc(C(=O)NCC(C)C)c3ccccc3n2)cc1 | 3 | -7 | .
O=C1OC(c2ccccc2)=C2CCCCC12 (stereo not drawn) | 8 | -1 | .
CCCS(=O)(=O)N1CCCCC1C(=O)NCC(=O)NCc1ccccc1 (stereo not drawn) | -1 | 0 | .
Cc1ccc(-c2nc(C(N)=O)c3[nH]c(=O)n(-c4ccc(C)c(C)c4)c3n2)o1 | -7 | -11 | -5
CC(C)n1cc(C(=O)N2CCc3c(nc[nH]c3=O)C2)cn1 | -6 | 8 | -10
CCCN(CC(=O)N1CCc2sccc2C1COc1ccc(F)cc1)CC(O)COc1ccccc1C (stereo not drawn) | -7 | 8 | -7
CC1CCCCN1C(=O)CSc1nnc(Nc2cccc(F)c2)s1 (stereo not drawn) | -6 | 4 | .
Cc1nc2sccn2c1C(=O)NC1CC(C)(C)Cc2c1cnn2-c1ccccc1 (stereo not drawn) | -1 | 20 | -8
Cn1cnnc1CC1CCN(C(=O)C2CCCO2)CC1 (stereo not drawn) | -5 | . | -5
CCC(=O)Nc1ccc(-n2nc(OC)nc2-c2cccc(OC)c2)cc1 | -4 | -4 | -6
CCCOc1ccccc1CN1CCC2(CCC(=O)N(CC3CCCO3)C2)CC1 (stereo not drawn) | -2 | . | -1
C=c1cc(C)n(CC(=O)Nc2c(C)cccc2C)c(=O)c1=C1N=C(c2ccccc2)NO1 | -2 | -2 | -6
CC(C(=O)O)c1ccc2c(c1)Cc1cccnc1O2 (stereo not drawn) | -3 | 5 | .
CCOC(=O)C1CCN(C(=O)c2cc(COc3ccc(OC)c4ccccc34)on2)CC1 | 2&-5 | 4&-2 | 0
CC1CCCC(C)N(C(=O)c2ccc(CNS(C)(=O)=O)o2)C1 (stereo not drawn) | -6&0 | 1&-1 | 0
CCN(CC)C(=O)c1cc(-c2ccccc2OC)n2nc(C(C)(C)C)cc2n1 | -9&0 | -6&8 | -8&-4
O=C(Nc1ccc(C2SCC(=O)N2c2ccc(C(F)(F)F)cc2)cc1)c1ccccc1Cl (stereo not drawn) | -2 | 7 | -2
CC(=O)Nc1cccc(NC(=O)c2ccc(CN3CCCC(C)(O)C3)cc2)c1 (stereo not drawn) | -3 | 4 | -14
Cc1oc2cc(OCc3ccc(F)cc3)ccc2c(=O)c1-c1ccc2c(c1)OCCCO2 | -2 | 17 | -6
Cc1nnsc1CN(C)C(=O)Cc1cc2c(cc1Cl)OCCO2 | -7 | -4 | -15
CCOC(=O)C1CCCN(C(=O)c2cccc(Nc3c(OCC)cnn(-c4ccc(Cl)cc4)c3=O)c2)C1 (stereo not drawn) | -3 | 4 | -5
CCOc1ncccc1CNC(=O)C1Cc2ccccc2CN1CC (stereo not drawn) | -6 | -3 | -16
CN(C)c1ccc(NC(=O)c2ccccc2Cl)cc1CN(CC1CCCO1)C(=O)c1cccc(F)c1 (stereo not drawn) | 16 | -2 | 2
COc1ccc(C2c3c(C)nn(-c4ccc(F)cc4)c3N=C3CC(C)(C)CC(=O)C32)cc1 (stereo not drawn) | -12 | 26 | .
CC(=O)Nc1ccc(C(=O)n2ccc(C)cc2=NC2CCCCC2)cc1 | -10 | 3 | .
O=C(CCc1ccccc1)NCCNS(=O)(=O)c1cccc(Cl)c1 | -1 | 1 | .
Cc1onc(-c2ccccc2Cl)c1C(=O)NC(c1ccc(S(C)(=O)=O)cc1)c1cccc(N(C)C)c1 (stereo not drawn) | -2 | -6 | 0
COc1ccccc1-n1c(SCc2ccc(C(=O)N3CCN(c4ccccc4F)CC3)cc2)nnc1-c1cccs1 | -3 | 3 | -5
CN1[C@H]2CC[C@@H]1CN(C(=O)c1cnn(Cc3ccccc3)c1)CC2 | -5 | 4 | .
O=C(c1cc2n(n1)C(C(F)(F)F)CC(c1ccco1)N2)N1CCCCC1 (stereo not drawn) | -13 | -2 | .
CC(c1ccccc1)N(C)C(=O)c1cccc(CN2C(=O)CNC2=O)c1 (stereo not drawn) | 1 | -3 | .
O=C(N[C@H]1CCC[C@H]1Cc1ccc(F)cc1)C(=O)c1ccco1 | -1 | 3 | .
Oc1ccc(Br)cc1C=NCCC1=CCCCC1 | 6 | 2 | .
N#Cc1cc2c([nH]c1=S)CCCCCC2 | -5&-4 | 1&0 | .

Rows are unselected (roughly 0.29% active in at least one column).
